Assay outcomes (PubChem BioAssay)
DRD3 agonist – activates the human D3 dopamine receptor; P35462; D3R DiscoveRx beta-arrestin cells, luminescence, 90 min; max activation, %; 410,000 compounds, 0.58% hits; AID 652048; in the data active = max activation above about 30%; also: 0% is about no effect; mostly tested at two doses, the higher about 12 µM
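Agonist mode: compounds and dopamine controls were applied to plated cells for 90 min at 37 degrees C after an overnight attachment at 1500 cells/well. Luminescent read-out followed 30 - 60 minutes at room temperature with DiscoveRx detection reagent.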
EPAC2 antag – antagonists of human EPAC2; 360,000 compounds, 0.18% hits; Q8WZA2; Potency, µM (highest dose often 114 µM), inactives show at the highest dose activity, negative = inhibition, most hits filed as inhibitors; EPAC2 GEF exchange of Rap1B-BODIPY-GDP, fluorescence; also: potency is read from the fitted curve at half-maximal effect; % is scaled to controls: 0 for no effect and ±100 for the full control effect; nearly all actives have a fitted effect of over 45% in size; many of its hits are not listed in these tables
Target sequence (Q8WZA2 whole entry, looked up): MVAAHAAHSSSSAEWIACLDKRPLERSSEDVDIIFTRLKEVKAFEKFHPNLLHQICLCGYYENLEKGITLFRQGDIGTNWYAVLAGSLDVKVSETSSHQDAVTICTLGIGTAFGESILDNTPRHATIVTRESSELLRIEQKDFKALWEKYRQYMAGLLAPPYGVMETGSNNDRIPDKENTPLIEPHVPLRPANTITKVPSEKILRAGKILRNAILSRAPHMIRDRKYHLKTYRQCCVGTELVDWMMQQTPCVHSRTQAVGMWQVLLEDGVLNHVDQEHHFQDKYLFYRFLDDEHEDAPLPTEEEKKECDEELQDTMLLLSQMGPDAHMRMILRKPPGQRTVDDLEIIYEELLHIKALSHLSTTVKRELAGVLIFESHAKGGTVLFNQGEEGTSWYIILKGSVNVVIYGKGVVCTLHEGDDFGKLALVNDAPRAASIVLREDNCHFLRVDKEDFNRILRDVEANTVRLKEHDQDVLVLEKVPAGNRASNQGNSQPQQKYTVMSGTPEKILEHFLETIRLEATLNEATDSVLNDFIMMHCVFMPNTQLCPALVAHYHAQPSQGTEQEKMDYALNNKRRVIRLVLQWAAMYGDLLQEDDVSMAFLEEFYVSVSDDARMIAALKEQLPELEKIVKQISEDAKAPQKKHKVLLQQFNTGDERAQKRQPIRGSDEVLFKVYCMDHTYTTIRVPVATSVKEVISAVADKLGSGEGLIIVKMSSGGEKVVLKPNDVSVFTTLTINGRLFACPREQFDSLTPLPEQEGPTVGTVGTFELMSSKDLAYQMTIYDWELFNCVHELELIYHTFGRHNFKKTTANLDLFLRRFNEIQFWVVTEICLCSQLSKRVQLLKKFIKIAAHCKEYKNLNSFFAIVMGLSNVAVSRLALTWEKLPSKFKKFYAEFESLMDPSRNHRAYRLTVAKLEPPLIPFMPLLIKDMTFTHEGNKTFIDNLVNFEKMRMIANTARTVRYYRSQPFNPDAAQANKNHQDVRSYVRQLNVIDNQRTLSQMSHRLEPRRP
EPAC2 agonist – agonists of human EPAC2 (RAPGEF4); Potency, µM (doses to about 154 µM), for inactives: at the highest dose activation, actives largely listed as activators; EPAC2 activation, biochemical qHTS; response scale: 100% = 6.5 mM cAMP response; 360,000 compounds, 0.079% hits; Q8WZA2; AID 720711; also: potency is read from the fitted curve at half-maximal effect; nearly all actives have a fitted effect of over 50% in size
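Nucleotide exchange monitored as fluorescence drop when BODIPY-GDP leaves Rap1B. Reaction: 100 nM EPAC2, 250 nM RAP1B-BODIPY-GDP, 50 uM GDP, room temperature, kinetic read over 30 min. Activity expressed relative to 6.5 mM cAMP.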
TDP-43 yeast inh – inhibitors of TDP-43 toxicity in yeast. TDP-43 expressing yeast growth rescue, BacTiter-Glo, 24 h. Potency, µM (doses to about 46.1 µM), without a hit: at the highest dose growth rescue (activation), hits mostly activators. 410,000 compounds, 1.8% hits. AID 652104; also: potency is read from the fitted curve at half-maximal effect; % of control where 0% means no effect; nearly all actives have a fitted effect of over 50% in size
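Yeast expressing TDP-43 (pregrown in raffinose, seeded at OD600=0.02 in galactose medium) exposed to compounds 24 hr at 30 deg C. Growth read by BacTiter-Glo luminescence; rescue of toxicity appears as increased signal.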
FUS suppressor – suppressors of FUS proteinopathy in yeast. 390,000 compounds, 0.24% hits. S. cerevisiae FUS-expressing, growth rescue, OD600, 24 h. Potency, µM (series often up to 76.6 µM), inactives show at the highest dose growth rescue (activation), actives largely listed as activators;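 also: potency is read from the fitted curve at half-maximal effect; plate controls were DMSO vehicle for no effect and reference control for full effect; nearly all actives have a fitted effect of over 55% in size; some results filed as inactive show a strong effect at the top dose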
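Absorbance at 600 nm, taken 24hr after compound addition, measured rescue of FUS-yeast growth at 30C. Induction used 2% galactose with seeding at OD 0.005. Controls: CP55940 from 92uM final, DMSO only.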
Abeta yeast res – compounds reversing amyloid beta toxicity in yeast; yeast expressing A-beta42, growth rescue, OD600, 48 h; response scale: 0% DMSO, 100% iron-clioquinol control; Potency, µM (highest dose often 46.1 µM), inactives show at the highest dose growth rescue, usual class: activators; 410,000 compounds, 0.063% hits; also: potency is read from the fitted curve at half-maximal effect; nearly all actives have a fitted effect of over 55% in size
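Yeast A-beta toxicity model in growth medium with pinned compounds, 48 h at 30 C; growth read as absorbance at 600 nm. Normalized to FeCl3/clioquinol equimolar mix (positive) and DMSO (negative).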
aSyn rescue – alpha-synuclein toxicity inhibition in yeast; Yeast expressing alpha-synuclein, growth rescue, BacTiter-Glo, 24 h; Potency, µM (series often up to 46.1 µM), without a hit: at the highest dose growth rescue (activation), most hits filed as activators; 370,000 compounds, 0.14% hits; AID 652106; also: potency is read from the fitted curve at half-maximal effect; % of control where 0% means no effect; nearly all actives have a fitted effect of over 65% in size
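Rescue of yeast growth: cells expressing toxic alpha-synuclein, induced in galactose at OD600 0.02, incubated with compound 24 h at 30 C. ATP luminescence quantified growth; inhibitors of toxicity appear as activators.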
DRD3 antagonist – D3 dopamine receptor (human) antagonism; P35462; D3R cells, DiscoveRx beta-arrestin luminescence, antagonist mode; hits give low values; max response, negative = inhibition, %; 360,000 compounds, 2.5% hits; AID 652054; in the data active = max response below about -50%; inconclusive = no clear call, values can overlap the other calls; also: % is scaled to controls: 0 for no effect and ±100 for the full control effect; mostly tested at two doses, the higher about 12 µM
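Cells expressing the human receptor were seeded at 1500 cells/well, incubated overnight at 37 degrees C in 5% CO2, then exposed to library compounds with dopamine controls for 90 minutes at 37 degrees C before luminescent detection.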
Active calls of the source: *; ? = inconclusive; . = no result given; & = joins results of further samples; [ ] = remark or other dose. Unless noted, calls follow the shape of the dose curve; as a rule, active = well fitted curve in the direction sought with a large enough effect; inconclusive = small, poorly fitted or top-dose-only effect, or another doubt; inactive = no such curve, though single readings can be large; an effect the other way counts as inactive or inconclusive. Only part of the results is shown, so the mix of outcomes need not match the whole.

The first four records (preview)
SMILES | DRD3 agonist | EPAC2 antag | EPAC2 agonist | TDP-43 yeast inh | FUS suppressor | Abeta yeast res | aSyn rescue | DRD3 antagonist
COc1ccc(S(=O)(=O)Nc2cccc(N(C)S(C)(=O)=O)c2)cc1Br | 14.5 | -0.8% | -0.5% | 17.1% | . | 9.2% | 4.9% | 19.6
Cc1cc(NC(=O)c2cccc(S(=O)(=O)N(C)C)c2)n(-c2ccccn2)n1 | 0.6 | -2.3% | 14.5% | 9.4% | 25.1% | -0.8% | -0.3% | 36.1
COc1ccc(-n2nc(C(=O)NCC(=O)N3CCN(c4ccccc4)CC3)c3ccccc3c2=O)c(OC)c1 | 12.5 | 3.3% | 4.4% | 6.6% | -10.7% | 0.1% | 2.2% | 8.4
CS(=O)(=O)Nc1cccc(NC(=O)c2cccc3c(-c4cccnc4)coc23)c1 | -3.6 | 1.3% | 3.5% | 3.7% | -5.8% | -17.7% | -4.0% | -5.1

Results (from the top)
SMILES | DRD3 agonist | EPAC2 antag | EPAC2 agonist | TDP-43 yeast inh | FUS suppressor | Abeta yeast res | aSyn rescue | DRD3 antagonist
COc1ccc(S(=O)(=O)Nc2cccc(N(C)S(C)(=O)=O)c2)cc1Br | 14.5 | -0.8% | -0.5% | 17.1% | . | 9.2% | 4.9% | 19.6
Cc1cc(NC(=O)c2cccc(S(=O)(=O)N(C)C)c2)n(-c2ccccn2)n1 | 0.6 | -2.3% | 14.5% | 9.4% | 25.1% | -0.8% | -0.3% | 36.1
COc1ccc(-n2nc(C(=O)NCC(=O)N3CCN(c4ccccc4)CC3)c3ccccc3c2=O)c(OC)c1 | 12.5 | 3.3% | 4.4% | 6.6% | -10.7% | 0.1% | 2.2% | 8.4
CS(=O)(=O)Nc1cccc(NC(=O)c2cccc3c(-c4cccnc4)coc23)c1 | -3.6 | 1.3% | 3.5% | 3.7% | -5.8% | -17.7% | -4.0% | -5.1
COCCNC(=S)N1CCC(C(=O)c2ccc(C)cc2)CC1 | 3.0 | 5.0% | 8.5% | 13.5% | 6.0% | 22.5% | -1.0% | -1.5
Cc1cc(=O)[nH]c(N/N=C/c2ccc(Br)s2)n1 | -4.7 | 6.5% | -0.5% | -7.3% | 15.7% | 16.9% | -6.6% | -11.8
COc1ccc(S(=O)(=O)NCC(=O)N(CC(=O)NCc2ccco2)C2CCCC2)cc1 | 22.4 | 1.3% | 1.5% | -7.9% | 4.4% | -7.2% | 0.0% | -2.1
CCn1c(=O)cc(SCC(=O)NCc2ccc(OC)cc2OC)c2ccccc21 | 5.9 | . | . | -2.0% | 12.4% | -8.7% | . | .
CCN(CC)CCNC(=O)CCN1N=C(c2ccccc2)CCC1=O | -1.9 | 8.2% | 12.9% | 1.9% | 2.3% | -3.0% | -2.1% | 3.1
COc1ccc(N(C)S(=O)(=O)c2cccc(C(=O)NCc3ccc4c(c3)OCO4)c2)cc1 | -3.2 | -22.9% | 14.5% | -18.4% | 13.6% | 5.4% | -6.2% | -7.6
COc1cccc(CC(=O)OCC(=O)NCc2ccc3c(c2)OCO3)c1 | -3.2 | 25.8% | -5.1% | -23.5% | 17.0% | -17.6% | 0.6% | -3.7
CSc1ccc(CN2CCN(C(=O)CC(C)C)CC2)cc1 | 1.8 | -2.2% | 0.8% | -9.0% | 2.2% | 1.5% | -3.5% | 3.9
CCOc1ccc(OCCCC(=O)N2CCN(S(=O)(=O)c3ccc(Cl)cc3)CC2)cc1 | 5.3 | 6.9% | 0.4% | 23.5% | 14.6% | -10.4% | 6.3% | 15.1
COc1cc(NC(=O)C(CC(C)C)NS(=O)(=O)c2ccc3c(c2)CCN3C(C)=O)cc(OC)c1 (stereo unspecified) | 2.7 | . | . | 24.5% | 20.3% | 2.2% | . | .
COc1ccc(C(=O)NC(=S)Nc2ccc(Cc3ccncc3)cc2)cc1 | 7.7 | 1.7% | 4.0% | -10.4% | 13.7% | -0.3% | 0.5% | 7.1
COc1ccc(-c2[nH]ncc2CNCC(C)(C)N2CCOCC2)cc1F | 6.2 | -1.7% | 20.5% | 2.9% | 30.3% | 0.6% | -3.3% | -3.8
S=C(NCC1CCCO1)NC1CCCCC1 (stereo unspecified) | 1.6 | 4.4% | 10.6% | 29.4% | -35.6% | 10.4% | 1.1% | 15.6
CCOC(=O)C1=C(C)NC(=O)NC1c1ccoc1 (stereo unspecified) | -8.9 | 14.3% | 2.4% | -23.7% | -10.6% | -10.5% | -9.8% | 40.7
O=C(CSC1CC(=O)N(CCc2ccccc2)C1=O)Nc1ccc(Br)cc1 (stereo unspecified) | 0.8 | -12.9% | 11.5% | 5.4% | 8.6% | 20.5% | 5.0% | 0.6
CN(CC1COc2ccccc2O1)C(=O)CSc1nncs1 (stereo unspecified) | -2.6 | 6.7% | -3.6% | 15.3% | 0.7% | -4.6% | -2.2% | 7.7
COc1ccc(C(=O)N2CCC(C(=O)Nc3ccc(OC)cc3OC)CC2)cc1 | 0.1 | . | . | 18.3% | -0.3% | -2.8% | . | .
Cc1ccc(NC(=O)c2c(C(F)(F)F)nn(C)c2Cl)cc1C | -2.3 | 7.2% | -12.0% | -13.3% | 17.1% | 3.1% | 0.3% | 5.4
O=C(COC(=O)CCC(=O)c1ccc(Cl)cc1)NC1CC1 | -0.6 | 3.3% | 7.5% | -17.7% | 22.4% | -33.8%[inhibitor] | 9.6% | 4.8
COc1cc(C(=O)O/N=C2/C=CC(=O)C(C)=C2C)cc(OC)c1OC | 6.5 | -15.9% | -7.0% | 9.4% | -20.8% | -8.8% | 6.6% | -24.1
O=C1c2ccccc2S(=O)(=O)c2cc(-c3nn[nH]n3)ccc21 | 2.1 | -17.7% | 4.6% | 24.2% | -4.3% | 6.6% | 1.3% | 9.6
C=C(C)CSc1cc(C)nc2c(-c3ccccc3)c(C)nn12 | 4.4 | -15.4% | 19.5% | ? | 38.9% | 17.0% | 0.6% | 15.4
COc1ccccc1OCCn1nnc2ccccc21 | 3.9 | 0.1% | -5.7% | 11.2% | 8.3% | -7.5% | 0.3% | -13.3
Cc1ccc(NCc2nc3ccccc3n2CCOc2ccccc2)cc1 | 4.0&-4.5 | -10.5% | -11.0% | -22.8%&-58.5% | 36.8% | ? | -25.9% | 10.5
Nc1nc(-c2cccc(Br)c2)cs1 | 9.4 | 0.1% | 7.5% | -50.3%[inhibitor] | 19.0% | -89.8%[inhibitor] | -16.4% | 44.2
O=C(CCC(=O)N1CCN(c2ccccc2F)CC1)N1CCN(c2ccc(F)cc2)CC1 | 11.5 | 13.0% | 7.1% | ? | 10.0% | 2.5% | 6.4% | 2.2
COC(=O)C(c1cc(OC)c(O)c(OC)c1)(N1CCNC(C)C1)C(F)(F)F (stereo unspecified) | -0.7 | 5.3% | 8.6% | 5.1% | 24.1% | 7.0% | 16.6% | 0.0
Cc1oc(C(=O)O)cc1COc1ccc2c3c(c(=O)oc2c1)CCC3 | 1.5 | -1.3% | 10.8% | 2.4% | 10.4% | -15.8% | . | 8.6
COc1cccc(-c2cccc(-c3nc(C(=O)NCc4ccc(Oc5ccccc5)cc4)cc4c3[C@H](CCO)N(S(=O)C(C)(C)C)C4)c2)c1 (stereo partly specified) | 3.8 | 7.8% | 6.3% | ? | ? | -33.1%[inhibitor] | -26.9% | 40.8
Cc1sc2ncnc(N3CCC(C(=O)Nc4ccc(Br)cc4Br)CC3)c2c1C | 8.7 | -4.5% | 5.8% | 23.3% | . | -9.4% | 1.0% | 21.0
COCCC1CCCCN1C(=O)c1cc(COc2ccc(C)nc2)on1 (stereo unspecified) | 2.0 | 19.8% | 11.8% | -18.6% | . | 8.5% | -2.3% | 11.1
CC(=O)C1=C(O)C(=CC=Cc2ccccc2)OC1=O | -0.7 | -28.3% | 7.9% | -0.6% | -4.3% | 0.0% | -1.9% | ?
COc1ccc(OC)c(NC(=O)C2CCCN(S(=O)(=O)c3ccc4c(c3)CCCC(=O)N4)C2)c1 (stereo unspecified) | -5.2 | . | . | -4.6% | 15.5% | -7.4% | -3.7% | .
CS(=O)(=O)N1CCC(C(=O)Nc2ccc(Cl)c(C(F)(F)F)c2)CC1 | -6.2 | -10.0% | -6.9% | -14.8% | -6.4% | 0.0% | -5.2% | -6.0
Cc1cc(C)c2c(=O)cc(C(F)(F)F)oc2n1 | -0.2 | -14.9% | 3.4% | 15.1% | -36.2% | 3.8% | 2.0% | 13.9
CC(=O)Nc1cccc(NC(=O)CSc2nc(C3CC3)nc3ccccc23)c1 | 16.1 | 5.0% | 3.0% | 0.6% | 14.3% | 11.4% | 0.8% | 22.9
Cc1ccc(SCc2nc3ccccc3[nH]2)cc1 | 3.0 | 6.6% | 6.3% | -17.3% | 7.7% | 7.4% | 6.0% | -3.2
CCCNC(=O)C1(C)CCN(CCS(=O)(=O)c2ccc(C)cc2)C1 (stereo unspecified) | 1.4 | -2.4% | 9.6% | 10.7% | -5.0% | -18.1% | -0.8% | 11.5
CCn1c(CN2CCCCC2)nc2cc(S(=O)(=O)N3CCCCC3)ccc21 | -10.1 | -1.1% | 6.5% | 4.0% | -5.8% | -11.0% | -11.9% | -81.1*
O=C1CSC(=S)N1c1ccccc1 | 0.0 | 10.2% | -4.5% | 13.5% | . | -4.8% | -6.1% | -10.8
O=C1CC(N2CCC(c3nc4ccccc4o3)CC2)C(=O)N1Cc1cccs1 (stereo unspecified) | -8.2 | 6.9% | 8.3% | 5.7% | 8.8% | -39.7%[inhibitor] | -8.2% | 7.4
CCC(=O)N=C1SC2CS(=O)(=O)CC2N1c1cccc(OC)c1 (stereo unspecified) | 7.3 | 4.0% | -1.2% | 12.6% | -6.0% | 14.9% | 3.0% | 4.4
CCOC(=O)Cc1cc(OC)c(OC)cc1Cc1cc(OC)c(OC)cc1CC(=O)OCC | 3.2 | -2.5% | 5.1% | -5.2% | 19.4% | ? | 1.3% | 10.4
O=C(NCc1ccco1)/C(=C\C=C\c1ccccc1)NC(=O)c1ccccc1Br | -5.5 | -8.9% | 19.7% | 15.0% | 16.1% | -12.8% | -3.0% | 1.5
CN(C)Cc1csc(NC(=O)Nc2ccccc2-c2ccccc2)n1 | -0.7 | -7.8% | 4.0% | 11.0% | -4.6% | -1.9% | 3.0% | 1.1
